Wee1 degr inh: Wee1 degradation inhibitors, primary screen, cell-based, HeLa, Wee1K328M-luciferase, luminescence | reporter increase, % at 5 µM | HeLa Luc-Wee1K328M stability; 100% = proteasome inhibitor MG132 effect | Wee1-like protein kinase (Homo sapiens), P30291 | actives 1.2% (n = 220,000);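 active means activation above the mean of all tested compounds plus 3 SD, set per screening run, cut at about 8.8% in these data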;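 further: cells exposed to compound for 20 h before luminescence read; 0% = DMSO alone and 100% = MG132 at 30 µM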
FXIa inh: human FXIa protease inhibitors, primary screen, biochemical, 1536-well | Coagulation factor XI (Homo sapiens), P03951 | purified FXIa, Boc-Glu-Ala-Arg-AMC fluorogenic substrate | inhibition, % at 5 µM | actives 0.14% (n = 220,000) | AID 798, 2007;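 active means inhibition of at least 40%; inactive means inhibition below 40%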;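 further: fluorescence of freed AMC excited at 355 nm; 0% = enzyme without compound and 100% = no enzyme blank; many of its hits are not listed in these tables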
Rad51 HR inh: human RAD51 strand exchange inhibitors, primary screen, biochemical, fluorescence; DNA repair protein RAD51 homolog 1 (Homo sapiens), Q06609; hRad51 DNA strand exchange, fluorescence dequenching; inhibition, % at 10 µM; actives 0.085% (n = 200,000); AID 1385, 2008;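 active means inhibition above 40% at the single screening dose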;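 further: 0% = DMSO control wells and 100% = blanks with heterologous ssDNA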
Target sequence (Q06609 whole entry, looked up): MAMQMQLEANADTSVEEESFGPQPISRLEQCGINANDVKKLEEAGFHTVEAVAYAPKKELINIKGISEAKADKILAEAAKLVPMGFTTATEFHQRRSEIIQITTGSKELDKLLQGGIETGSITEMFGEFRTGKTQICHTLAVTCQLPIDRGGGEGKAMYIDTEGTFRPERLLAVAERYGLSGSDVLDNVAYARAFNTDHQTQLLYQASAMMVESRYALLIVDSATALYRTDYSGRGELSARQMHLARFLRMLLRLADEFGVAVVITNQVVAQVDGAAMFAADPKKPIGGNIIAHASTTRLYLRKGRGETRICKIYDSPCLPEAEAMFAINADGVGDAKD
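Material: Human Rad51 nucleoprotein filaments preassembled on unlabelled ssDNA | Also added: Labelled 47-mer dsDNA for strand exchange | Dosing: Single dose, 10 µM final compound | Schedule: 30-min compound preincubation and 15-min exchange, both room temperature | Technique: Fluorescence dequenching at 485/520 nm | Measure: Percent inhibition relative to plate controls and blanks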
FXIIa inh: human FXIIa protease inhibitors, primary screen, biochemical, 1536-well; Coagulation factor XII (Homo sapiens), P00748; purified FXIIa, Boc-QGR-AMC fluorogenic substrate, 2 h; inhibition, % at 5 µM; actives 0.3% (n = 220,000); in the data active means inhibition above about 40%;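 further: 0% = enzyme with no compound and 100% = blank without enzyme; many of its hits are not listed in these tables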
eIF4E 4G PPI: eIF4E–eIF4G protein interaction inhibitors, primary screen, biochemical, uHTS, TR-FRET, eIF4GI fragment. AID 782, 2007. inhibition, % at 21.7 µM. Eukaryotic translation initiation factor 4E (Mus musculus) + Eukaryotic translation …. TR-FRET eIF4E-eIF4GI(517-606) binding, 2 h. actives 0.37% (n = 220,000);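 active means inhibition above about 30%, limit read from the data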;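 further: 0% = full FRET control wells and 100% = background wells lacking eIF4GI fragment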
KLK5 inh: human KLK5 protease inhibitors, primary screen, biochemical, 1536-well | Kallikrein-5 (Homo sapiens), Q9Y337 | recombinant hK5, fluorogenic AMC substrate cleavage | inhibition, % at 5 µM | actives 0.59% (n = 210,000) | AID 873, 2007;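 active means inhibition of 40% or more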;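 further: 0% = enzyme controls without compound and 100% = no-enzyme blanks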
Mdm2 ligase inh: MDM2-luciferase reporter signal enhancers, primary screen, MDM2 E3 ligase inhibitor project, cell-based, luminescence, 1536-well. cell-based MDM2 ubiquitination luciferase reporter, 2 h; 0 = plate control, 100 = twice control, blank-subtracted. E3 ubiquitin-protein ligase Mdm2 (Homo sapiens), Q00987. actives 0.11% (n = 210,000). signal enhancement, % at 5 µM;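 active means signal enhancement of 30% or more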;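 further: luminescence tracks abundance of the self-degrading MDM2-luciferase fusion protein; higher signal means inhibition of MDM2 E3 ligase activity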
Target sequence (Q00987 whole entry, looked up, the tested form may be a part): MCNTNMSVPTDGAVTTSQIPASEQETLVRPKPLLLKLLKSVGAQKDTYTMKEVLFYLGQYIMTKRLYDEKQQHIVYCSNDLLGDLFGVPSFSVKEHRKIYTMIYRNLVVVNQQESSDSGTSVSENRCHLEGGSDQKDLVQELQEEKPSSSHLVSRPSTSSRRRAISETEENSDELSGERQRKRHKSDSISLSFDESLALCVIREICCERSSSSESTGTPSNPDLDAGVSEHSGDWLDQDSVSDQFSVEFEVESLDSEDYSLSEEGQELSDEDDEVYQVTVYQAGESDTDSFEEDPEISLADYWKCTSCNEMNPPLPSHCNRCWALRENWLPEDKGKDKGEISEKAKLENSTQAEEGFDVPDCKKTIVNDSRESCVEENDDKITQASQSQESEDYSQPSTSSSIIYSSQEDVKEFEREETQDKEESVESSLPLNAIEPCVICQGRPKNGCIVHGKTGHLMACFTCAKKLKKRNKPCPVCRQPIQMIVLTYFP
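Material: stable MDM2–luciferase fusion reporter cells / Quantity: 2000 cells/well / Dosing: single 5 µM compound dose, 0.2% final DMSO / Buffer or medium: DMEM / Schedule: 4 h cell settling then 2 h compound exposure, 37 °C / Detection: luminescence with SteadyLite reagent, 15 min at room temperature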
p97 ATPase inh: inhibitors of human p97 ATPase, primary screen, biochemical; Transitional endoplasmic reticulum ATPase (Homo sapiens), P55072; recombinant p97 ATPase, Kinase-Glo ATP luminescence, 3 h; inhibition, % at 8 µM; actives 0.42% (n = 220,000); AID 1481, 2009; in the data active means inhibition above about 15%;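 further: 0% = DMSO vehicle and 100% = wells lacking enzyme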
14-3-3 Bad inh: inhibitors of 14-3-3 zeta/Bad binding, primary screen, biochemical, TR-FRET, bovine 14-3-3 zeta; actives 0.71% (n = 220,000); 14-3-3 protein zeta/delta (Bos taurus), P63103; inhibition, % at 21.7 µM; TR-FRET 14-3-3zeta/Dy647-pBad peptide displacement, 1 h;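 active means inhibition above about 70%, limit read from the data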;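 further: 0% = full 14-3-3 plus peptide FRET controls and 100% = background without 14-3-3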
Target sequence (P63103 whole entry, looked up): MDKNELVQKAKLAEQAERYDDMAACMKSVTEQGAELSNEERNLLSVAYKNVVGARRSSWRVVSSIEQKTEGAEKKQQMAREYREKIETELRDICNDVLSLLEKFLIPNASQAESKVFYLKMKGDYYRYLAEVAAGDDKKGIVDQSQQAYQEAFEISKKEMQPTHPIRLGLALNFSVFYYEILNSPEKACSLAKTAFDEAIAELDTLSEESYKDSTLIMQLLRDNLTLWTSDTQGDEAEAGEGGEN
* = called active by the depositor; . = not tested or not shown; [ ] = another dose, or the depositor's remark. Rows were taken by chance, and some 3.5% of all compounds hit somewhere here.

SMILES | Wee1 degr inh | FXIa inh | Rad51 HR inh | FXIIa inh | eIF4E 4G PPI | KLK5 inh | Mdm2 ligase inh | p97 ATPase inh | 14-3-3 Bad inh
O=C(CN1CCN(c2ccccc2O)CC1)Nc1ccc2c(c1)CCC2 | -3 | 27 | 0 | 24 | 4 | -3 | -7 | 5 | 3
O=C(CSc1c[nH]c2ccccc12)NCC1CCCO1 (stereo not drawn) | 0 | 2 | 7 | 11 | 0 | -3 | -12 | -2 | 0
CCc1ccc(NC(=O)c2ccc(F)c(S(=O)(=O)N(CC)c3ccccc3)c2)cc1 | 3 | 8 | 5 | 10 | 2 | -4 | -5 | 3 | -6[fluorescence artefact?]
CC(C)(C(=O)Nc1nccs1)c1ccccc1 | -3 | -3 | 6 | 5 | -4 | 6 | -3 | 2 | -15
Cc1cc(C)cc(OCc2nnc(SCC(=O)c3ccccc3)o2)c1 | 0 | 1 | 2 | 7 | 5 | 2 | 8 | -4 | 6
Cc1nc(COC(=O)c2ccc(CO)cc2)cs1 | -4 | -1 | -1 | -3 | 3 | 6 | -4 | 9 | 5
CCOC(=O)c1cnn(-c2nc(OC)cc(OC)n2)c1C(F)(F)F | 1 | 3 | 10 | 6 | 0[fluorescence artefact?] | -7 | 0 | -2 | -6[fluorescence artefact?]
O=c1[nH]c2c(cnn2-c2ccc(Cl)cc2)c(=O)n1-c1cccc(Cl)c1 | -1 | -2 | -1 | 6 | 1 | -3 | -8 | -7 | 4
CC(NC(=O)CSc1ncccc1C(=O)O)C1CC2CCC1C2 (stereo not drawn) | 2 | -5 | 4 | -3 | 0 | -1 | -13 | 2 | -2
Cc1cc(N/C=C(\C#N)S(=O)(=O)c2ccccc2Cl)nc(C)n1 | 0 | -7 | -4 | 9 | 8 | -7 | -13 | 3 | -3
S=C(Nc1ccccc1Cl)N1CCCC(c2ccccc2)=N1 | -2 | 2 | 1 | 9 | 2 | 1 | -9 | 8 | -8
N#Cc1cnc(Nc2ccc(F)cc2)nc1N | -3 | -3 | 14 | 1 | -2 | -1 | -5 | 4 | -3
N=c1c2c3c(sc2ncn1CCN1CCOCC1)CCCCC3 | 3 | 7 | 1 | 19 | 2 | -13 | -5 | 0 | -2
C=CCn1c(CCC)nc2ccccc21 | 1 | -4 | 18 | 2 | -1 | -5 | -4 | 0 | -4
COC(=O)c1c(NC(=O)C2COc3ccccc3O2)sc2c1CCN(C(C)=O)C2 (stereo not drawn) | -2 | 1 | -3 | 4 | -3 | -14 | -8 | -5 | 2
CC(C)OC(=O)CSc1nnc(Cc2ccccc2)n1C | 1 | -6 | -6 | 7 | -1 | 0 | -19 | 4 | 0
CC1CCCC(NC(=O)CN(C)S(=O)(=O)c2cccc3cccnc23)C1C (stereo not drawn) | -1 | -3 | 0 | 9 | -2[fluorescence artefact?] | -41 | -9 | -5 | -1[fluorescence artefact?]
CCCCn1c(NCc2ccc(N(C)C)cc2)nc2ccccc21 | 1 | 9 | -18 | 0 | 4 | -5 | -10 | -1 | 2
COc1ccc(OCCn2c(C)c(/C=N/n3cnnc3)c3ccccc32)cc1 | -3 | -1 | -8 | 12 | -1 | 16 | 6 | 3 | -3
CCOc1ncccc1C(=O)OCC(=O)Nc1c(C)cc(C)cc1C | 3 | 3 | 2 | 12 | -8 | 5 | -17 | 1 | -13
Nc1nnc(-c2ccccc2[N+](=O)[O-])o1 | -1 | 0 | . | 7 | 4 | . | -22 | 0 | 4
CCOC(=O)c1ccc(NC(=O)NCc2ccccc2OC)cc1 | -2 | -6 | 0 | . | -2 | -5 | -8 | -1 | -6
CCOc1cc(C(=O)N2CCN(c3ccccc3)CC2)cc(OCC)c1OCC | 2 | 5 | 9 | -16 | -21 | 35 | -86 | -4 | -4
CCn1c(=O)cc(SCC(=O)Nc2ccc(C)cn2)c2ccccc21 | 2 | 4 | . | 9 | -3 | . | -25 | 3 | 3

Entries of single compounds as entered above. Order of values: Wee1 degr inh	FXIa inh	Rad51 HR inh	FXIIa inh	eIF4E 4G PPI	KLK5 inh	Mdm2 ligase inh	p97 ATPase inh	14-3-3 Bad inh
Shown for `CCCCn1c(NCc2ccc(N(C)C)cc2)nc2ccccc21` → 1	9	-18	0	4	-5	-10	-1	2
Shown for `Nc1nnc(-c2ccccc2[N+](=O)[O-])o1` → -1	0	.	7	4	.	-22	0	4
Shown for `CC(C)OC(=O)CSc1nnc(Cc2ccccc2)n1C` → 1	-6	-6	7	-1	0	-19	4	0
Shown for `N=c1c2c3c(sc2ncn1CCN1CCOCC1)CCCCC3` → 3	7	1	19	2	-13	-5	0	-2

(next part)
SMILES | Wee1 degr inh | FXIa inh | Rad51 HR inh | FXIIa inh | eIF4E 4G PPI | KLK5 inh | Mdm2 ligase inh | p97 ATPase inh | 14-3-3 Bad inh
CCOc1ccc(-c2nc(CSc3nnc(C)s3)cs2)cc1OC | 2 | 1 | 9 | -2 | -7 | -25 | -13 | 1 | -5
COc1ccc2c(c1)C(=O)c1ccccc1CO2 | 3 | 3 | . | 13 | -1 | -6 | -2 | 3 | 10
Cc1ccc(OCc2nnc(NC(=O)c3ccco3)s2)cc1 | -2 | -2 | -10 | 13 | 1 | -12 | 7 | 1 | 1
Nc1c(S(=O)(=O)c2cccs2)c2nc3ccccc3nc2n1CC1CCCO1 (stereo not drawn) | 4 | -1 | 7 | 1 | -1[fluorescence artefact?] | -16 | -12 | 1 | 5
O=S(=O)(c1ccc(-c2cn3ccccc3n2)cc1)N1CCOCC1 | 4 | -5 | -1 | 2 | -10 | -3 | -6 | 0 | -9
CC(C)Oc1ccc(Cc2cnc(=S)[nH]c2N)cc1 | 3 | 0 | 0 | 5 | -2 | 2 | -13 | 2 | -19
C=CCN(C(=O)c1ccccc1)c1ccc(OC)cc1 | 2 | -3 | -5 | 11 | -5 | -3 | 5 | 0 | 6
O=C(c1ccc(F)cc1)c1c[nH]c(C(=O)NCc2ccco2)c1 | 1 | -1 | 5 | 17 | -13[fluorescence artefact?] | -3 | -12 | -3 | -16[fluorescence artefact?]
O=C1c2ccccc2C(=O)N1CCCn1nnc(-c2ccc(N3CCOCC3)cc2)n1 | -1 | 6 | 3 | 11 | 4 | -15 | -12 | 1 | 15
O=C(c1ccccc1Sc1ccccc1[N+](=O)[O-])N1CCCCC1 | 1 | 0 | . | 4 | -3 | 14 | 3 | 6 | -9
CC(=O)c1cccc(NC(=O)Nc2cccnc2)c1 | 7 | 9 | -3 | 16 | -1 | -5 | -16 | -1 | 3[fluorescence artefact?]
O=[N+]([O-])c1ccc(Cl)c(/C=N/n2c(-c3cccnc3)n[nH]c2=S)c1 | 2 | 8 | 0 | 14 | 2 | -8 | 15 | 2 | -8[fluorescence artefact?]
Cc1ccc(CCNC(=O)C2CCCN(S(=O)(=O)c3cccc4nsnc34)C2)cc1 (stereo not drawn) | -3 | 2 | -2 | 12 | -6 | -3 | -9 | -2 | 2[fluorescence artefact?]
CC(C)/C=N/NC(=O)c1cc(Br)ccc1O | 1 | 1 | 10 | 6 | 3 | -6 | -6 | -3 | -2[fluorescence artefact?]
CCOC(=O)c1ccccc1NC(=O)Cc1ccccc1OC | 0 | 7 | 1 | 15 | 10 | -5 | -8 | 3 | -3
O=C1CCc2cc(S(=O)(=O)N3CCC(C(=O)Nc4nccs4)CC3)ccc2N1 | 0 | 1 | 1 | 7 | -2 | 2 | -17 | 5 | 1
Cc1ccccc1-c1noc(-c2ccc(O)cc2)n1 | 11* | 4 | 1 | 5 | 2 | 1 | -18 | -2 | -3
COc1ccccc1C(=O)NCCN1CCN(C(=O)c2ccccc2OC)CC1 | -1 | -9 | 3 | -5 | 7 | -10 | -16 | 2 | 5
CC(=O)N1C(=O)/C(=C2\SC(=S)N(NC(=O)c3ccc(O)cc3)C2=O)c2ccccc21 | 0 | -3 | 23 | 3 | -1 | -9 | -7 | 3 | -13
Cc1ccc(/C=N/n2c(C3CCCCC3)n[nH]c2=S)s1 | -1 | 5 | 10 | 14 | -7 | -24 | -6 | 3 | -13
CCCCNC1=C(Br)C(=O)CC(C)(C)C1 | 4 | 1 | -15 | 14 | -3 | 1 | -18 | 3 | 0
CC(C)(C)n1nnnc1C(c1ccncc1)N(Cc1ccccc1)Cc1ccco1 (stereo not drawn) | -2 | -4 | 0 | 6 | 16 | -2 | -17 | 0 | -6
Cc1ccc(S(N)(=O)=O)c(C)c1-n1cnnn1 | 0 | 0 | . | 15 | 2 | . | . | 4 | 4
CCCC(=O)NCCc1nc2cc([N+](=O)[O-])ccc2n1C | 2 | 9 | . | 13 | 0[fluorescence artefact?] | -4 | -7 | 4 | -6
COc1ccccc1-n1cc(CN2CCCC(CO)(Cc3cccc(Cl)c3)C2)cn1 (stereo not drawn) | 1 | 0 | -4 | 9 | 0 | 5 | -9 | 4 | -6
CCOC(=O)CCCNC(=O)COC(=O)c1cc(C)cc(C)c1 | -2 | -5 | -4 | -3 | 0 | -27 | 5 | -2 | 4
C=CCSc1nccc(-c2nn(-c3ccc(C)cc3)ccc2=O)n1 | 3 | 0 | . | 2 | -1 | -2 | -8 | -4 | 1
Cc1cc(C)nc(SCC(=O)Nc2ccnc3ccccc23)n1 | 1 | -3 | 8 | 9 | 1 | -8 | -43 | -3 | -10
CCC(=O)N1CCN(c2nc(C)nc3sc(C)c(C)c23)CC1 | -2 | 3 | -5 | 14 | 7[fluorescence artefact?] | -4 | -8 | 1 | -13[fluorescence artefact?]
NC1=NC(=O)C(Cc2cc(Cl)ccc2Cl)S1 (stereo not drawn) | -1 | 0 | 0 | 12 | -3 | -17 | -9 | -2 | 0
CCOC(=O)c1c(NC(C)=O)no[n+]1[O-] | 2 | 5 | 5 | 8 | -1 | 3 | -21 | 0 | -12
NC(=O)C1CC(=O)N(c2ccc(OCc3c(Cl)cccc3Cl)cc2)C1 (stereo not drawn) | -4 | -1 | -4 | 7 | -5 | 0 | 0 | 1 | 4
COc1ccc(OCC(Cn2cnc3ccccc32)OC(C)=O)cc1 (stereo not drawn) | -3 | 0 | -5 | 12 | 1 | 4 | -7 | -5 | 11
O=C(NC(=S)Nc1ccc(CN2CCOCC2)cc1)c1ccc(-c2ccc(Br)cc2)o1 | -2 | 0 | . | 3 | -6 | -3 | -10 | 5 | 32
